High-throughput results (PubChem)
HePTP inhibitor = human HePTP phosphatase inhibition; P35236; recombinant HePTP phosphatase activity, OD absorbance; inhibition, % at 20 µM; 110,000 compounds, 0.64% hits; AID 521; in the data active = inhibition above about 50%;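 also: plate controls were vehicle for no effect and reference inhibitor for full effect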
BAP1 block = human BAP1 deubiquitinase inhibition; Q92560; 72,000 compounds, 0.48% hits; recombinant BAP1, Ub-AMC hydrolysis fluorescence kinetic; active compounds read low; activity remaining (% of control), % at 20 µM;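 active = activity remaining at or below 50% of control, provided the compound also passes the data quality filters; inactive = the rest, including low values that fail the filters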;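 also: 100% = DMSO wells rate and 0% = substrate alone blank rate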
Target sequence (Q92560 whole entry, looked up): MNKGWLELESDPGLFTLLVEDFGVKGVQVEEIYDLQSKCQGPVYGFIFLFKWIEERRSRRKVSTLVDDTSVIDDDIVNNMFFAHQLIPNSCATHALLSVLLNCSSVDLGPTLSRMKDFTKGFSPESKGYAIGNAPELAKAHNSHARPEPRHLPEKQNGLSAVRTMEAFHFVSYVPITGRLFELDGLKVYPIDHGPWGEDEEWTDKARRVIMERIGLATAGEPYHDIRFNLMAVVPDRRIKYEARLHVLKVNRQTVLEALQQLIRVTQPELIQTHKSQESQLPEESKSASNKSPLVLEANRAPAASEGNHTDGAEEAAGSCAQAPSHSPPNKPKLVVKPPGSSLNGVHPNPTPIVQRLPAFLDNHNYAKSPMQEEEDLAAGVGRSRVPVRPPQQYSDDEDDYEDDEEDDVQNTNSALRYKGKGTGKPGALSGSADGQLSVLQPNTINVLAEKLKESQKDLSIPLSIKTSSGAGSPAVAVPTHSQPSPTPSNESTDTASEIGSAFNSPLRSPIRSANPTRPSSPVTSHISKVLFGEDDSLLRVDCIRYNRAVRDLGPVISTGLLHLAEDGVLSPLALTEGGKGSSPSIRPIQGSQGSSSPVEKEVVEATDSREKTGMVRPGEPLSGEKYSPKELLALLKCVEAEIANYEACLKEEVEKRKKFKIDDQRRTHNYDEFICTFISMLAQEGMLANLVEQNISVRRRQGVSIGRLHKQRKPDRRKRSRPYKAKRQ
An asterisk follows results filed as active; / = not tested or not shown; & = joins results of further samples.

HePTP inhibitor	BAP1 block	Molecule
-4	79	N/C(CSc1nc(-c2ccccc2)c(-c2ccccc2)o1)=N\O
4	147	O=C(COc1ccc(Cl)cc1)Nc1ccccc1CO
6	/	CN(C)S(=O)(=O)c1ccc(C(=O)Nc2cc(Cl)cc(Cl)c2)cc1
4	83	Cc1ccc(-n2nc(-c3cccs3)cc2C(=O)NCC2CCCO2)c(C)c1 (stereo not drawn)
9	/	O=C(CSc1nsc(SCC(=O)C2CC2)n1)C1CC1
2	55	COc1cc(OC)cc(C(=O)N2CCN(S(C)(=O)=O)CC2)c1
-8	/	COc1ccc(C2CC(=O)C3=C(C2)Nc2ccccc2NC3c2cc(Br)ccc2OC)cc1OC (stereo not drawn)
78*	/	O=C1NC(=S)N(c2ccc(Cl)cc2)C(=O)/C1=C\c1ccc(-c2cccc(C(=O)O)c2)o1
/	75	COc1ccc(CCNC(=O)CN2C(=O)c3ccccc3S2(=O)=O)cc1
1	95	O=C(Cn1cc2c(n1)CCCC2)NCc1cccnc1
-2	/	CCOC(=O)c1ccc(N2C(=O)CC(NCCc3ccc(OC)cc3)C2=O)cc1 (stereo not drawn)
/	104	COCCNC(=O)c1ccc2c(c1)ncn2-c1ccc(F)c(F)c1
-4	92	Cc1ccccc1-n1nnnc1SC1CCOC1=O (stereo not drawn)
-6	62	COc1cccc(OCCNC(=O)c2cccc(OC)c2)c1
2	111	CCOC(=O)N1CCN(c2nc(C)c3c(n2)CC(C)CC3=O)CC1 (stereo not drawn)
6	106&124	N=c1n(CCN2CCCCC2)c2ccccc2n1CC(O)COc1ccccc1 (stereo not drawn)

Part of the list above, with tabs:
smiles	HePTP inhibitor	BAP1 block
O=C(COc1ccc(Cl)cc1)Nc1ccccc1CO	4	147
CN(C)S(=O)(=O)c1ccc(C(=O)Nc2cc(Cl)cc(Cl)c2)cc1	6	/
Cc1ccc(-n2nc(-c3cccs3)cc2C(=O)NCC2CCCO2)c(C)c1 (stereo not drawn)	4	83

The list goes on:
HePTP inhibitor	BAP1 block	Molecule
-8	/	Cc1ccc(NC(=O)c2cccc(N3C(=O)C4C5c6ccccc6C(c6ccccc65)C4C3=O)c2)cc1Cl (stereo not drawn)
-2	/	O=C(O)CCCNC(=O)COc1ccccc1
-8	/	COc1ccc(CNC(=O)c2ccc([N+](=O)[O-])cc2)cc1
9	/	C=CCOc1cccc(/C=C/C(=O)c2ccc(Cl)cc2)c1
9	/	COc1ccc(S(=O)(=O)N(CCc2ccccc2)CC(=O)NC2CCCCC2)cc1
5	/	CC(=O)n1nc(-c2ccccc2)c(-c2nc3ccccc3[nH]2)c1C
5	87	Cn1cnc2c(sc3nc(N4CCOCC4)c4c(c32)CC(C)(C)OC4)c1=O
7	82	CCCc1nc(N2CCN(C)CC2)c2sc(=S)n(-c3ccccc3)c2n1
4	90	c1ccc(NCc2nc(-c3ccccc3)no2)cc1
7	133	CCCNc1ncnc2c1cnn2-c1ccc(OC)cc1
4	106	CN1C(=O)N(C)C2(CC1(C)C)CC(C)(C)N(C)C(=O)N2C
9	/	CN(C(=O)COc1ccc(Cl)cc1Cl)C1CCS(=O)(=O)C1 (stereo not drawn)
4	109	O=C(CCN1C(=O)c2ccccc2C1=O)Nc1ccc(-c2cn3ccsc3n2)cc1
-22	87	CC1CCc2c(sc3nc(C4CC4)nc(SCC(=O)NCc4ccco4)c23)C1 (stereo not drawn)
2	108	S=c1[nH]nc(COc2ccc3c(c2)OCO3)n1-c1ccccc1
12	78	O=C(CSc1nc2ccccc2o1)Nc1ccccc1N1CCCCCC1
3	/	c1ccc(Cn2c(-c3ccco3)nc3ccccc32)cc1
13	75	COc1ccc(NC(=O)C(C)Oc2ccc(/C(C)=N\O)cc2)cc1 (stereo not drawn)
3	/	COC(C)(C)C(=O)C(C(=O)c1ccccc1)/C(=C/C(=O)c1ccccc1)C(C)(C)OC (stereo not drawn)
16	76	N#Cc1cn(Cc2ccccc2)c2ccccc12
6	/	Cc1ccc2c(CC(=O)NCC3COc4ccccc4O3)coc2c1 (stereo not drawn)
-1	104	COCC(=O)Nc1nc2n(n1)C(c1ccccc1Cl)CC(c1ccc(OC)cc1)N2 (stereo not drawn)
9	92	CCOC(=O)c1c(C)[nH]c(C(=O)Nc2ccc3c(c2)OCO3)c1C
-4	102	CCN1CCN(c2ncnc3c2oc2nc(C(C)C)c4c(c23)CCC4)CC1
-4	/	CCOC(=O)c1cnn2c(C(F)(F)F)cc(-c3ccc(OC)c(OC)c3)nc12
29	/	Oc1ccccc1/C=N/Nc1nnc2c(n1)[nH]c1ccc(Br)cc12
2	97	COc1cc(C(=O)Nc2ccc3c(c2)OCCO3)ccc1-n1cnnn1
1	104	O=C(C1CCN(S(=O)(=O)c2cccc3cccnc23)CC1)N1CCN(c2ccccn2)CC1
0	/	COc1ccccc1N1CCN(S(=O)(=O)c2c(C)cc(C)cc2C)CC1
7	/	CCCCNc1ccc2c3c(cc(=O)n2C)-c2ccccc2C(=O)c13
-4	/	COc1ccc(-n2c(O)c(C=NCc3ccc(F)cc3)c(=O)[nH]c2=O)cc1
-4	94	Cc1cc(C(=O)Nc2c(C)nn(Cc3c(Cl)cccc3Cl)c2C)no1
3	83	CC1(C)CC(=O)c2cc(OCC(=O)O)ccc2O1
11	/	CS(=O)(=O)N(CC(=O)Nc1ccc(Oc2ccccc2)cc1)c1cccc(Cl)c1
0	/	CC(=O)Nc1ccc(S(=O)(=O)NCCSc2ccc(C)cc2)cc1
/	52	COc1cc2ccccc2cc1C(=O)Nc1cccc(C(F)(F)F)c1
2	/	COc1ccc(S(=O)(=O)N2CCN(C(=O)c3ccc(-c4ccccc4)cc3)CC2)cc1
3	81	CCOC(=O)COc1cccc2c(=O)n(CC(=O)NCc3ccc4c(c3)OCO4)ccc12
6	94	COc1cccc(NC(=O)N2CCN(c3ccc(C(F)(F)F)cn3)CC2)c1
-4	99	CC(=O)c1c(C)[nH]c(C(=O)COC(=O)CNS(=O)(=O)c2ccccc2)c1C
4	99	CCCCc1c(O)nc(SCC(=O)NCC2CCCO2)[nH]c1=O (stereo not drawn)
-9	92	CN(CCCC(=O)Nc1ccncc1)S(=O)(=O)c1ccc(Cl)cc1
4	62	CCOc1ccc(C)cc1S(=O)(=O)NC1CCCCC1
9	116	CC(=O)c1c(C)[nH]c(C(=O)OCn2nnc3ccccc3c2=O)c1C
6	95	C=CCn1c(SCC(=O)NCCCC)nc2scc(-c3ccco3)c2c1=O
8	/	Cc1ccc2c(c1)N(C(=O)Nc1ccccc1)C(C)(C)CC2C (stereo not drawn)
-5	/	COc1cc(C=C2C(=O)NC(=S)NC2=O)cc(Cl)c1OCCOc1ccccc1C
10	97	O=C(NCc1ccco1)Nc1cccs1

One compound at a time, as listed above. Order of values: HePTP inhibitor | BAP1 block
CCCCc1c(O)nc(SCC(=O)NCC2CCCO2)[nH]c1=O (stereo not drawn) as listed: 4 | 99
CCOc1ccc(C)cc1S(=O)(=O)NC1CCCCC1 as listed: 4 | 62

(list continues)
HePTP inhibitor	BAP1 block	Molecule
14	60	Cc1ccc(-c2nn(-c3ccccc3)cc2/C=C(\C#N)c2cccc(C#N)c2)o1
6	97	CCOCCCNC(=O)CSc1ccccc1
5	/	CCOC(=O)CCNC(=O)CCNC(=O)C(c1ccccc1)c1ccccc1
-9	97	CCCNc1nc(N2CCOCC2)nc(N2CCOCC2)n1
9	90	O=C(CSc1nc2c(cnn2-c2ccc(F)cc2)c(=O)[nH]1)N1CCCCC1
5	/	O=C(Nc1cc(Cl)cc(Cl)c1)C1COc2ccccc2O1 (stereo not drawn)
6	/	COCCNC(=O)c1cccc([N+](=O)[O-])c1C
5	86	CC(C)CC(=O)Nc1cccc(-c2cn3ccsc3n2)c1

Five entries from above, with bars between the fields:
compound | HePTP inhibitor | BAP1 block
CN(C(=O)COc1ccc(Cl)cc1Cl)C1CCS(=O)(=O)C1 (stereo not drawn) | 9 | /
Cn1cnc2c(sc3nc(N4CCOCC4)c4c(c32)CC(C)(C)OC4)c1=O | 5 | 87
CCOC(=O)c1c(C)[nH]c(C(=O)Nc2ccc3c(c2)OCO3)c1C | 9 | 92
O=C1NC(=S)N(c2ccc(Cl)cc2)C(=O)/C1=C\c1ccc(-c2cccc(C(=O)O)c2)o1 | 78* | /
CCCCNc1ccc2c3c(cc(=O)n2C)-c2ccccc2C(=O)c13 | 7 | /

Remaining list, next part
HePTP inhibitor	BAP1 block	Molecule
/	51	COc1ccc(Cl)cc1NC(=O)c1cc2n(n1)C(C(F)(F)F)CC(c1ccco1)N2 (stereo not drawn)
8	/	COc1ccc(C(=O)N=Nc2c(O)n(CN3CCN(C)CC3)c3ccc(Br)cc23)cc1
-2	/	CCOc1ccc(N2C(=O)/C(=C/c3ccc(N(CC)CC)o3)C(=O)NC2=S)cc1
0	/	O=C(N/N=C/c1cc(Cl)ccc1OCc1c(F)cccc1Cl)c1cccnc1
/	129	CCOC(=O)CSc1nc2ncccc2[nH]1
-3	/	COc1cc2c(cc1NC(=O)C1CCCO1)oc1ccccc12 (stereo not drawn)
-1	/	Cc1ccc(Cn2c(=O)c3ccccc3n3c(SCC(=O)N4CCCCC4C)nnc23)cc1 (stereo not drawn)
-11	/	CCCOc1ccc(N2C(=O)CC(N(CCc3ccc(OC)c(OC)c3)C(=O)CC)C2=O)cc1 (stereo not drawn)
13	/	Cc1cc2nc(-c3ccc(C)c(NC(=O)c4ccco4)c3)oc2cc1C
17	96	COC(=O)c1ccc(CSc2nnnn2Cc2ccccc2)cc1
0	69	COc1ccc(C2CC(c3ccc(Br)cc3)Nc3nc(N)nn32)cc1 (stereo not drawn)
-6	106	O=C(NCc1cn2ccsc2n1)c1c(F)cccc1Cl
-23	/	CCN(CC)CCP(=O)(c1ccccc1)c1ccccc1
/	80	CSc1nc2sc3c(c2c(=O)n1CCc1ccccc1)CCCC3
6	104	N#Cc1nc(Cc2cccc3ccccc23)oc1N1CCC(C(N)=O)CC1
6	88	COc1ccc(OC)c(S(=O)(=O)N2CCCc3ccccc32)c1
13	/	O=C(/C=C/c1ccc(-c2ccc([N+](=O)[O-])cc2)o1)c1cc2ccccc2o1
2	/	COc1c(Cl)cc(Cl)cc1C1NC(=S)NC(C)=C1C(=O)Nc1ccccc1 (stereo not drawn)
1	/	COc1ccc(CCNC(=O)c2ccc3c(c2)OCO3)cc1OC
7	110	CSc1nnc(-c2ccc(S(=O)(=O)N3CCCC3)cc2)n1C
/	109	Cc1ccccc1C(=O)Nc1ccc2nc(NC(=O)c3ccccc3C)sc2c1
1	101	CC(Sc1nnc(-c2ccc(Cl)cc2)n1C)C(N)=O (stereo not drawn)
12	/	O=C1C(=O)N(c2nc3ccccc3s2)C(c2ccc3c(c2)OCO3)/C1=C(/O)c1ccccc1 (stereo not drawn)
11	104	COCCN(CCOC)C(=O)CCn1c(=O)oc2ccccc21
-7	/	O=[N+]([O-])c1ccc(Cl)cc1NCCNS(=O)(=O)c1ccc2ccccc2c1
8	/	COc1ccc(C2CC(c3ccccc3)=Nc3ccccc3S2)cc1OC (stereo not drawn)
3	158	C=CCn1cnc2c(c1=O)c1nc3ccccc3nc1n2-c1ccc(C)cc1
5	90	COc1ccc(C2NC(c3ccc(OC)c(OC)c3OC)C(C)C(=O)C2C)c(OC)c1OC (stereo not drawn)
13	/	CCOc1ccccc1N1CCN(S(=O)(=O)c2ccc3c4c(cccc24)C(=O)N3)CC1
5	87	CCn1c(CSc2nc(C)cs2)nc2cc(S(=O)(=O)N(C)C)ccc21
-4	98	CCOCCCn1c(=S)[nH]c2cc(C(=O)N3CCN(C)CC3)ccc2c1=O
14	106	COc1ccc(C(=O)Nc2nnc(-c3ccccc3)o2)cc1OC
-15	/	O=C(CSc1nnc2c(n1)[nH]c1ccccc12)Nc1cccc2ccccc12
-5	92	CN(C)c1ccc(C2N3CC4(C)CN2CC(C)(C3)C4O)cc1 (stereo not drawn)
-5	/	Cn1cc(Cl)c(C(=O)OCC(=O)Nc2ccccc2)n1
0	365	Nc1c2c(nc3ccccc13)N(c1ccccc1)CC2
9	109	CC(=O)Oc1ccc(/C=c2\sc3ncnn3c2=O)cc1
7	107	c1ccc(Nc2nc(N3CCOCC3)nc(N3CCOCC3)n2)cc1
5	/	CCN(CC)c1ccc(C(=O)Nc2ccc(Cl)cc2Cl)cc1
8	86	CCn1c(COc2cccc(C)c2)nnc1SCC(=O)Nc1cccc(C(=O)OC)c1
7	/	NC(=O)c1cc(NC(=O)C(c2ccccc2)c2ccccc2)c(Cl)cc1Cl
-11	/	CCOc1ccc(NC(=O)c2c(NC(=O)CCC(=O)O)sc3c2CCC(C)C3)cc1 (stereo not drawn)
6	101	COc1ccccc1NC(=O)CNC(=O)c1ccccc1
12	99	CCSc1nnc(-c2ccc(OC)cc2)o1
4	69	COc1ccccc1-c1cc(C(F)(F)F)nc(S(=O)(=O)CCCC(=O)NC(C)C)n1
2	/	Cc1cccc2cc(CN(Cc3nnnn3Cc3ccccc3)C3CCCC3)c(=O)[nH]c12
0	69	C=CCSc1nc2c(cc1C#N)CCC2
3	/	CSc1nc2c(c(=O)n1-c1ccc(C)cc1)SCC2
-8	/	CCOC(=O)COc1ccc(/C=N/N(C)c2ccccc2)cc1OC

Rows were taken by chance; overall some 0.83% were active at least once.
